influenza NS1A – NS1A inhibition, H1N1 influenza, cell based functional assay (AID 504329). 0.3% of 340,000 active. NS1A functional cell-based assay, percent inhibition; higher % means a stronger effect. inhibition, % at 12.5 µM, or IC50 in µM where a hit was titrated; in the data active = a potency from the dose series; inconclusive = inhibition above about 27% without an active follow-up result; note: strong numbers were not always called active
Salmonella PhoP GFP – PhoP regulon inhibitors, Salmonella typhi PhoP promoter GFP reporter, confirmatory (AID 1850); 0.33% of 310,000 active; inhibition, % at 50 µM; hits with a dose series show IC50 in µM; Salmonella Typhi PhoP-promoter GFP reporter, fluorescence, 4 h; higher % means a stronger effect; in the data active = a potency from the dose series; inconclusive = inhibition mostly from about 25% at the one dose, without a potency; inactive = the rest, 99 in 100 with inhibition below about 19%;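 note: 0% = induced wells with vehicle and 100% = uninduced wells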
inhibitors of VEEV – inhibitors of VEEV TC-83 cytopathic effect, confirmation, Vero cells (AID 588727). Vero cells, VEEV TC-83 cytopathic effect inhibition; higher % means a stronger effect. 0.13% of 350,000 active. inhibition, % at 20 µM; hits with a dose series show IC50 in µM; in the data active = a potency from the dose series; inconclusive = inhibition mostly from about 14% at the one dose, without a potency; inactive = the rest, 99 in 100 with inhibition below about 12%; note: strong numbers were not always called active
M. tuberculosis – growth inhibition of non-replicating M. tuberculosis (AID 488890); Mycobacterium tuberculosis non-replicating, growth inhibition; higher % means a stronger effect; 0.39% of 320,000 active; inhibition, % at 25 µM; hits with a dose series show IC50 in µM; in the data active = a potency from the dose series; inconclusive = inhibition mostly from about 82% at the one dose, without a potency; inactive = the rest, 99 in 100 with inhibition below about 76%;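 note: plate controls were DMSO cells for no effect and high antibiotic wells for full effect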
H37Rv inhibition – M. tuberculosis growth inhibition, HTS (AID 449762). 0.59% of 330,000 active. M. tuberculosis H37Rv growth inhibition, 7H9 media; higher % means a stronger effect. inhibition, % at 25 µM, or IC50 in µM where a hit was titrated; in the data active = a potency from the dose series; inconclusive = inhibition above about 70% without an active follow-up result;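 note: bacterial growth assessed after seven days of incubation; strong numbers were not always called active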
inhibitors of VEEV 10K pilot screen – second read-out of inhibitors of VEEV, no call of its own (marks repeat the call); inhibition, %; measured here: 10K pilot screen inhibition
Numbers without * were called inactive; i = inactive; u = inconclusive; x = not tested or not shown.

SMILES | influenza NS1A | Salmonella PhoP GFP | inhibitors of VEEV | M. tuberculosis | H37Rv inhibition | others
CCc1cccc(C)c1NC(=O)Cn1c(NCCO)nc2ccccc21 | 2.3% | -3.6% | 0.7% | -13.0% | 7.1%
Cc1[nH]n(-c2ccccc2)c(=O)c1C(c1ccc(C(=O)O)cc1)c1c(C)[nH]n(-c2ccccc2)c1=O | -1.5% | 0.6% | 0.6% | -1.7% | 3.2%
Cc1ccc(C(=O)CSc2nnc(-c3snnc3C)n2C2CC2)cc1 | -2.1% | 9.7% | i | 1.5% | 7.5%
Cc1cc(NS(=O)(=O)c2ccc(NC(=O)COc3ccc(Br)cc3)cc2)nc(C)n1 | 8.3% | -0.4% | 1.2% | 49.0% | 9.1%
COC(=O)[C@]1(Cc2ccccc2)N[C@H](c2ccc(SC3CCCCC3)c(OC)c2)[C@@H]2C(=O)N(C)C(=O)[C@@H]21 | -6.0% | x | 2.1% | 34.0% | 2.7%
CCSc1ccccc1C(=O)Nc1cccc(OC)c1 | -6.5% | -1.8% | 2.9% | -1.4% | -9.2%
Cc1ccc([N+](=O)[O-])cc1NC(=O)C1CCN(S(C)(=O)=O)CC1 | -8.2% | -7.0% | i | -8.1% | 1.6%
O=C(O)C1=C[C@H](c2ccccc2)C[C@H](OCc2ccc(CO)cc2)O1 | 0.0% | -2.4% | i | -24.9% | -7.5%
Cc1ccc(CNC(=O)C2(NC(=O)Nc3ccc(C)cc3)CCCCC2)cc1 | 23.2% | -1.9% | 0.7% | -5.6% | -2.4%
O=C(CN(Cc1ccccc1)C(=O)CCC(=O)Nc1nccs1)NCC1CCCO1 (centres undefined) | -15.8% | 6.8% | 0.2% | -3.4% | 3.0%
CN1CCCN(C(=O)c2cccc(Br)c2)CC1 | 3.2% | -0.8% | i | -14.5% | -4.9%
Cc1cc(/C=C2/C(=O)N(C)C(=S)N2C)c(C)n1C1CC1 | 3.6% | -8.1% | 0.6% | 28.4% | 2.4%
O=C(C[n+]1ccc(/C=N/O)cc1)NC(=O)Nc1ccccc1 | -2.8% | x | 4.0% | -29.6% | -11.3%
Cc1cccc(Nc2nnc(C)c(=O)n2N)c1 | -4.8% | 0.3% | 1.1% | -12.1% | 5.1%
COCCNc1cc(C)nc2cc(-c3ccc(C)cc3)nn12 | -15.5% | 9.4% | 8.3% | 13.7% | 15.9%

Continued, starting with the last 6 of the part before.
SMILES | influenza NS1A | Salmonella PhoP GFP | inhibitors of VEEV | M. tuberculosis | H37Rv inhibition | others
O=C(CN(Cc1ccccc1)C(=O)CCC(=O)Nc1nccs1)NCC1CCCO1 (centres undefined) | -15.8% | 6.8% | 0.2% | -3.4% | 3.0%
CN1CCCN(C(=O)c2cccc(Br)c2)CC1 | 3.2% | -0.8% | i | -14.5% | -4.9%
Cc1cc(/C=C2/C(=O)N(C)C(=S)N2C)c(C)n1C1CC1 | 3.6% | -8.1% | 0.6% | 28.4% | 2.4%
O=C(C[n+]1ccc(/C=N/O)cc1)NC(=O)Nc1ccccc1 | -2.8% | x | 4.0% | -29.6% | -11.3%
Cc1cccc(Nc2nnc(C)c(=O)n2N)c1 | -4.8% | 0.3% | 1.1% | -12.1% | 5.1%
COCCNc1cc(C)nc2cc(-c3ccc(C)cc3)nn12 | -15.5% | 9.4% | 8.3% | 13.7% | 15.9%
CC(=O)c1cc(C)ccc1OC(=O)CCN1C(=O)C2C3c4ccccc4C(c4ccccc43)C2C1=O (centres undefined) | -22.1% | -5.6% | 1.7% | 0.0% | -0.8%
O=Cc1ccc(OCCCOc2cccc3cccnc23)cc1 | 2.0% | -4.2% | 0.5% | u | 60.0%
Cc1nc(C)c(C(=O)C2=C(O)C(=O)N(CCN(C)C)C2c2ccco2)s1 (centres undefined) | 4.1% | 8.9% | i | -7.3% | -8.7%
Cc1cccc(NC(=O)COC(=O)CCCC2=NS(=O)(=O)c3ccccc3N2)c1 | -9.1% | -3.7% | i | -15.6% | -3.0%
COC(=O)c1cc(NC(=O)c2ccco2)ccc1N1CCOCC1 | 0.1% | -0.9% | 0.7% | -5.0% | -3.0%
CCCCN1Cc2cc(C(=O)c3cc(OC)ccc3O)cnc2NC1=O | 5.0% | -11.3% | 2.8% | 3.3% | 0.5% | inhibitors of VEEV 10K pilot screen=4.2
COc1ccc(CCC(=O)OCC(=O)c2ccc(C)cc2)cc1 | 15.4% | -5.1% | 1.6% | 34.5% | 1.8%
COc1ccc(C2C(C(=O)Nc3ccccc3OC)=C(C)Nc3ncnn32)cc1 (centres undefined) | 9.5% | 6.7% | 0.1% | -26.4% | -8.3%
O=C(CSc1nc(=O)n2ccccc2n1)N1CCCCCC1 | -7.3% | 4.2% | 5.2% | -7.4% | -2.7%
C=CCn1c(Cc2c(C)[nH]c3ccccc23)nnc1SCC(=O)NCc1ccc(F)cc1 | -14.8% | 9.6% | 4.3% | 58.7% | 4.3%
CC(=O)N1CC(C)Sc2ccc(S(=O)(=O)NCc3ccc(Cl)cc3)cc21 (centres undefined) | -1.9% | -14.7% | 1.4% | -15.5% | -2.8%
N#Cc1ccc(COC(=O)C2CC(=O)N(CCc3ccccc3)C2)cc1 (centres undefined) | -7.4% | x | 0.6% | x | x
CCOc1cc(CNCCc2ccc(S(N)(=O)=O)cc2)cc(Cl)c1OCc1ccccc1 | 16.5% | 13.0% | i | x | u
COc1ccc(S(=O)(=O)N(CC(=O)N2CCOCC2)c2ccc(F)cc2)cc1OC | 10.1% | -9.2% | 0.1% | -10.3% | 4.2%
CCN(CC)C(=O)COc1c(-c2ccco2)oc2ccccc2c1=O | -3.5% | -1.6% | 0.2% | 2.1% | -4.3%
CCOC(=O)C1=C(Nc2ccc(OC)cc2)OCC1=O | -19.4% | 2.6% | 3.2% | -3.1% | 3.6%
CCOC(=O)c1cc2occc2n1CC(=O)NCCOC | 1.6% | -3.3% | 1.0% | -3.7% | 0.9% | inhibitors of VEEV 10K pilot screen=3.3
COc1ccc(OC)c(CN2CCN(c3ccccc3OC)CC2)c1 | 3.3% | 2.0% | 0.6% | 11.6% | 1.0%
O=C(COc1ccc2ccc(=O)oc2c1)NC1CCS(=O)(=O)C1 (centres undefined) | x | x | x | -3.4% | -1.4%
C=CCN1C(=O)/C(=c2\sc3nc(=O)c(Cc4ccccc4Cl)nn3c2=O)c2ccccc21 | -1.6% | 13.7% | 0.7% | 28.5% | 2.3%
O=C(CCN1C(=O)C2CC=CCC2C1=O)Nc1cccc(Cl)c1 (centres undefined) | -16.9% | -8.1% | 2.1% | 1.1% | 7.2%
COc1cccc(CC(=O)Nc2nc3c(s2)C(=O)CC(C)(C)C3)c1 | -5.4% | -8.1% | 0.2% | -2.0% | -6.3%
CCCOc1ccc(CNCCCOCC)cc1OC | -6.8% | 1.6% | 0.8% | -3.7% | -5.7%
N/C(CSc1ccc(Cl)cc1)=N\S(=O)(=O)c1ccc(Cl)cc1 | 2.3% | -1.9% | 1.8% | 29.7% | -10.7%
O=C(NC(=S)Nc1cccc(CO)c1)c1ccc(-c2ccccc2)cc1 | -9.4% | -1.5% | 0.4% | 69.0% | 9.8%
CN1CCN(c2ccccc2NC(=O)COc2ccc(Br)cc2)CC1 | -0.4% | 5.1% | i | 18.2% | 1.5%
CSc1ccccc1NC(=O)CN(C)CC(=O)Nc1cccc(Br)c1 | -7.4% | -7.2% | 8.1% | 34.2% | -7.6%
Cc1ccc(C)c(NC(NC(=O)c2ccccn2)C(Cl)(Cl)Cl)c1 (centres undefined) | -10.3% | -4.1% | i | -8.4% | -4.5%
O=C1CC(c2ccccc2)=Nc2ccccc2N1 | 1.5% | 10.8% | 1.1% | -1.7% | -8.0%
C/C(=C\C(=O)Nc1cc(C)on1)c1ccccc1 | 0.5% | 14.6% | 3.9% | 13.3% | -12.3%

Among those listed so far, 4 have bromine:
SMILES | influenza NS1A | Salmonella PhoP GFP | inhibitors of VEEV | M. tuberculosis | H37Rv inhibition | others
Cc1cc(NS(=O)(=O)c2ccc(NC(=O)COc3ccc(Br)cc3)cc2)nc(C)n1 | 8.3% | -0.4% | 1.2% | 49.0% | 9.1%
CN1CCCN(C(=O)c2cccc(Br)c2)CC1 | 3.2% | -0.8% | i | -14.5% | -4.9%
CN1CCN(c2ccccc2NC(=O)COc2ccc(Br)cc2)CC1 | -0.4% | 5.1% | i | 18.2% | 1.5%
CSc1ccccc1NC(=O)CN(C)CC(=O)Nc1cccc(Br)c1 | -7.4% | -7.2% | 8.1% | 34.2% | -7.6%

Carrying on:
SMILES | influenza NS1A | Salmonella PhoP GFP | inhibitors of VEEV | M. tuberculosis | H37Rv inhibition | others
COc1cc(/C=N\Nc2cc(=O)n(C)c(=O)n2C)ccc1O | 0.1% | -3.6% | 1.5% | -39.7% | -4.2%
COc1ccc(NC(=O)N/C=C/c2ccc(Cl)cc2)cc1 | -1.6% | 2.9% | 1.3% | 2.5% | 6.4%
CC(Oc1cc2oc(=O)c3c(c2cc1Cl)CCC3)C(=O)NC1CC(C)(C)NC(C)(C)C1 (centres undefined) | -8.4% | 3.8% | i | -6.0% | -7.0%
CC1(NC(=S)NCCO)CCS(=O)(=O)C1 (centres undefined) | 3.4% | -6.5% | 0.4% | -15.1% | -0.8%
Fc1ccccc1CSc1nc2ncccc2[nH]1 | 4.7% | -0.8% | 0.8% | x | 0.1%
CCN(CC(=O)NCc1cccs1)C(=O)c1cccc(S(=O)(=O)NCc2ccccc2)c1 | -18.2% | -2.2% | 1.7% | 2.9% | -0.3%
Cc1cc2c(=O)n(C)c(SCC(=O)Nc3ccccc3C)nc2s1 | 10.1% | -1.1% | 6.4% | 6.4% | -3.2%
CCOc1ccccc1-n1nnnc1SCC(=O)NC(=O)Nc1ccc2c(c1)OCCO2 | 7.5% | 4.4% | 0.5% | -4.3% | 5.4%
Clc1ccc(Cn2ncc3c(N4CCOCC4)ncnc32)cc1 | -5.0% | 3.1% | 6.6% | -8.2% | -1.8%
Cc1ccc(CCN2CC(C(=O)O)CC2=O)cc1 (centres undefined) | -4.9% | 2.1% | 1.0% | 4.9% | -2.5%
CCOc1ncccc1C(=O)OCC(=O)NCCc1ccc(S(N)(=O)=O)cc1 | -7.0% | x | 2.9% | -8.7% | -11.3%
CCOC(=O)CNC(=O)CSc1nc2cccnc2n1C1CCCCC1 | 3.0% | -2.4% | 0.6% | 58.3% | 54.1%
NC(=O)Cn1cnc(-c2ccccc2)c1 | 8.4% | -1.8% | 0.3% | -6.1% | -13.0%
COc1ccc(-c2noc3c2-c2nc(-c4ccccc4)sc2CC3)cc1 | -4.0% | 2.2% | i | -4.7% | 33.7% | inhibitors of VEEV 10K pilot screen=1.3
O=C(CCNc1cccc(F)c1)c1cccc([N+](=O)[O-])c1 | 6.1% | -12.8% | i | 5.37µM* | 0.6%
COc1cc(C(=O)N2CCC(NC(=O)C(Cc3ccccc3C)NC(C)=O)CC2)cc(OC)c1OC (centres undefined) | -9.0% | 2.4% | 7.9% | x | -6.4%
S=C(NCc1ccc2[nH]c3c(c2c1)CCCC3)Nc1ccccc1 | 11.1% | -4.6% | i | 78.7% | -0.2%
N=C(c1ccc([N+](=O)[O-])cc1)N1CCCCC1 | -5.3% | 4.2% | i | 12.2% | 8.1%
CC(Sc1nnnn1-c1ccccc1)C(=O)Nc1ccc(Cl)cn1 (centres undefined) | 8.7% | -0.3% | 7.3% | -2.9% | u
Cc1onc(-c2ccccc2)c1C(=O)N/N=C/c1c(F)cccc1Cl | -0.7% | -4.9% | i | 20.4% | 6.1%
Cc1cccc(N2CCN(C(=O)CCCOc3ccccc3)CC2)c1C | -1.5% | 1.3% | 2.2% | 30.6% | u
CN(C)/C=N/C1=C(C#N)C(c2cccs2)c2ccc3ccccc3c2O1 (centres undefined) | -0.1% | x | 4.5% | x | x
COC(=O)c1cccc(Nc2ccc([N+](=O)[O-])cn2)c1 | 4.6% | -7.8% | 2.2% | 21.3% | 1.9%

3 entries already listed, arranged by length of the SMILES, rising:
SMILES | influenza NS1A | Salmonella PhoP GFP | inhibitors of VEEV | M. tuberculosis | H37Rv inhibition | others
Cc1cccc(N2CCN(C(=O)CCCOc3ccccc3)CC2)c1C | -1.5% | 1.3% | 2.2% | 30.6% | u
COC(=O)c1cccc(Nc2ccc([N+](=O)[O-])cn2)c1 | 4.6% | -7.8% | 2.2% | 21.3% | 1.9%
COc1cc(C(=O)N2CCC(NC(=O)C(Cc3ccccc3C)NC(C)=O)CC2)cc(OC)c1OC (centres undefined) | -9.0% | 2.4% | 7.9% | x | -6.4%

Screens (PubChem)
